TDP1 inh – blocks human tyrosyl-DNA phosphodiesterase 1. Potency, µM (doses to about 130 µM), for inactives: at the top dose activity change, negative = inhibition, usual class: inhibitors. AID 485290. recombinant TDP1, AlphaScreen DNA substrate cleavage. 350,000 tested, 0.28% active. Q9NUW8; note: nearly all actives have a fitted effect of over 40% in size
Target sequence (Q9NUW8 whole entry, looked up): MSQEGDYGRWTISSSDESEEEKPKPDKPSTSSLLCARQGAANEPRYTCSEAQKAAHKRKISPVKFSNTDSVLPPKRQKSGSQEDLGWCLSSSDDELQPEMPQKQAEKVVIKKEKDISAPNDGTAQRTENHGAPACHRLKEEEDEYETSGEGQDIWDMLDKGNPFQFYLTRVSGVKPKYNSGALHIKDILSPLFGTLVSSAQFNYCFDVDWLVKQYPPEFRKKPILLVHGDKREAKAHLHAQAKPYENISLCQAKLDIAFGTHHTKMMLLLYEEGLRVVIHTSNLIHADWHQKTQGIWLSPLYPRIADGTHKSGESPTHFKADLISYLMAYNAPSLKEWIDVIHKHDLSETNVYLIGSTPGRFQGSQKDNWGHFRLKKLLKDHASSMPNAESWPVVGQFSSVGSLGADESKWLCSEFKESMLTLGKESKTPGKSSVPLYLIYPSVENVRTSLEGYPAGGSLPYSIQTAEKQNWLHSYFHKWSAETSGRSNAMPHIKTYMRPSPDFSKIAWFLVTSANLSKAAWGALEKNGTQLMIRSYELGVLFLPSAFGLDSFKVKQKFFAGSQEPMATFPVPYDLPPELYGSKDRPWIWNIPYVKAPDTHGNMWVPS
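Signal: AlphaScreen proximity between streptavidin donor and anti-FITC acceptor beads on intact substrate. Reaction: Tdp1 1 nM, substrate 15 nM final, 5 min RT after 15 min compound preincubation.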
FEN1 inhibitor – blocks human flap endonuclease 1. Recombinant FEN1 flap cleavage, fluorescence, 15 min. AID 588795. Potency, µM (titrated, usually from 114 µM), for the others: at the highest dose activity change, negative = inhibition, usual class: inhibitors. 390,000 tested, 0.35% active; note: nearly all actives have a fitted effect of over 65% in size
Target sequence (P39748 whole entry, looked up): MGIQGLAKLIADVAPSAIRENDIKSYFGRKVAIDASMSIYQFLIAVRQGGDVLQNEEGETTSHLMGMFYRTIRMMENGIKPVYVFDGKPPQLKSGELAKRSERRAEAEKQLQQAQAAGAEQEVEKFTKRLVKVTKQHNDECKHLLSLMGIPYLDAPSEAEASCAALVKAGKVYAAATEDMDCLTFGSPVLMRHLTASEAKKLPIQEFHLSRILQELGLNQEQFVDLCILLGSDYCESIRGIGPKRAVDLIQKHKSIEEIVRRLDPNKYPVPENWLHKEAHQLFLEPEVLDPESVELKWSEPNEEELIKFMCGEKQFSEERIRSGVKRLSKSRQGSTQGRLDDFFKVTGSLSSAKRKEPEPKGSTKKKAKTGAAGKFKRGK
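With each library titrated from low to high concentration, compounds met 10 nM FEN1 for 15 min at room temperature before 50 nM substrate was added; readings at 0 and 15 min fed four-parameter Hill curve fits.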
N370S GC mod – N370S glucocerebrosidase modulation, Gaucher chaperone candidate. 330,000 tested, 0.092% active. Potency, µM (top dose mostly 59.4 µM), for inactives: at the highest dose activity change, negative = inhibition, actives largely listed as inhibitors. N370S GC spleen homogenate, 4MU-glucoside fluorescence;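 note: 0% = full enzyme activity and -100% = no enzyme basal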
Numbers without * were called inactive; ? = inconclusive; . = not tested or not shown; & = joins results of further samples; [ ] = remark or other dose. Calls come from the whole dose curve; as a rule, active = well fitted curve in the direction sought with a large enough effect; inconclusive = small, poorly fitted or top-dose-only effect, or another doubt; inactive = no such curve, though single readings can be large; an effect the other way counts as inactive or inconclusive. Unless noted, % is set by controls: 0 for no effect and ±100 for the full control effect; potency is the fitted concentration of half-maximal effect.

SMILES | TDP1 inh | FEN1 inhibitor | N370S GC mod
O=C(CSc1nnc(CNC(=O)c2cccs2)o1)Nc1cccc(Cl)c1 | 1% | 9% | 2%
CCOC(=O)c1[nH]c2ccc(F)cc2c1NC(=O)CN1CCN(C/C=C/c2ccccc2)CC1 | 6% | ? | 20%
CC1CC(C)CN(C(=O)C2CCN(S(=O)(=O)c3cccs3)CC2)C1 (configuration not stated) | 10% | -7% | -1%
CCN(CC)CCCn1c(-c2ccccc2)nc2c(NCc3ccccc3)nc(C)nc21 | 3% | . | -4%
N[C@H](CO)Cc1cnc[nH]1 | 5%[56.1 µM] | . | 16%
Cc1cn2c(=O)cc(COC(=O)c3cccc(NC(=O)COc4ccc(Cl)cc4)c3)nc2s1 | 4% | 12% | .
CCOc1ccc(S(=O)(=O)Nc2cc(SCC(=O)O)c(O)c3ccccc23)cc1 | . | ? | -11%
COc1cc(C(C)=O)ccc1OCC(=O)Nc1ccccc1N1CCCCC1 | . | -4% | 29%
COCCNC(=O)C(=O)NCCN1CCNCC1 | -7% | -1% | 7%
CSc1ccccc1N1CCN(CCCCCC(=O)NC2CCCc3ccccc32)CC1 (configuration not stated) | 22% | . | ?
COc1ccc(NC(=O)CC2S/C(=N\c3nccs3)N(C)C2=O)cc1 (configuration not stated) | 2% | -1% | -14%
CN(CCCN1CCCCC1)C(=O)c1cc(COc2ccc(F)cc2F)on1 | 2% | -2% | -2%
O=C(c1ccc(Cl)c([N+](=O)[O-])c1)N(c1ccccn1)c1ccccn1 | 3% | 0% | -2%
O=C(O)COc1ccccc1-c1nc(-c2ccccc2)c(-c2ccccc2)[nH]1 | 8% | 4% | -1%
CN(Cc1cccs1)C(=O)COc1cccc2c1OC(C)(C)C2 | 1% | -1% | .
CCN(CC(=O)Nc1ccc(NC(C)=O)cc1)C(=O)c1ccccc1SCC(=O)N1CCCC1 | 0% | -3% | .
COc1ccc(NC(=O)CSc2nnc3ccc(-c4ccccn4)nn23)cc1 | . | -1% | -9%
C=CCN(C(=O)Cn1ncc2c1-c1cc(C)ccc1OC2)c1ccccc1 | 11% | -18% | -2%
COc1cccc(CCN2CCC(CNS(=O)(=O)c3cc(-c4cc(C)no4)ccc3C)CC2)c1 | 4% | 7% | ?
CCOC(=O)N1CCC(NC(=O)c2ccc3c(c2)N(Cc2ccccc2)C(=O)c2ccccc2S3(=O)=O)CC1 | -2% | -14% | .
CN(C)CCNC(=O)COc1ccc(Cl)cc1Cl | 3% | 10% | 6%
O=C(OCc1nnc(-c2ccccc2)o1)C1CCN(S(=O)(=O)c2cccs2)CC1 | 2% | -14% | 22%
COC(=O)c1ccc(CSc2nnc3c(n2)[nH]c2ccccc23)cc1 | 3% | -3% | -25%
CN(CCCOc1ccccc1F)Cc1ccccc1 | . | -5% | -1%
COc1cccc(Cc2n[nH]c(=S)n2Cc2ccco2)c1 | . | -6% | -1%
CC1CN(Cc2c(O)ccc3c(=O)c(-c4ccccc4Cl)coc23)CC(C)O1 (configuration not stated) | . | -12% | 0%
CC1=CC(C)(C)N=C(NC#N)N1 | 9% | 4% | 2%
CN(C(=O)c1ccc(Cl)cc1)C1=CCCCC1CCC#N (configuration not stated) | -4% | 12% | -6%
Cc1ccc(C(=O)Nc2ccc(N3CCN(S(C)(=O)=O)CC3)cc2)cc1C | -3% | -4% | 9%
CCOC(=O)c1nn(-c2ccc(C)c(Cl)c2)c(=O)c(C#N)c1C | . | -3% | -9%
COc1ccccc1C(=O)Nc1ccnn1C1CCN(Cc2ccn[nH]2)CC1 | 1% | 5% | 0%
COc1cccc(/C=C/c2nc(C#N)c(N3CCCCC3)o2)c1 | 2% | -21% | .
COc1ccc(CC(C)N2CCN(Cc3ccccc3)CC2)cc1OC (configuration not stated) | . | 0% | -5%
COc1ccccc1S(=O)(=O)n1cc(Cc2ccccc2)c(N)n1 | 3% | -6% | 8%
CCOC(=O)C1=C(C)N(c2ccc(OC)cc2)C(=O)/C1=C\c1cccs1 | 5% | 14% | 0%
O=C1C2C3C=CC(C3)C2C(=O)N1CCCO (configuration not stated) | 0% | 7% | 3%
Cc1ccc(-c2c(C)n([O-])c3c([n+]2=O)CCC3)o1 | 1% | -7% | 1%
S=c1[nH]nc(-c2ccc3ncccc3c2)n1-c1ccc2c(c1)OCCO2 | 9% | 3% | -1%
OCCCc1n[nH]c(=S)n1-c1ccccc1 | 3% | 0% | -10%
O=C(NNC(=O)c1cc(Cl)ccc1O)c1cccc(S(=O)(=O)N2CCOCC2)c1 | . | -6% | -1%
Cc1ccc(S(=O)(=O)N(CC(=O)NC2CCCC2)c2cccc(C)c2)cc1 | 5% | -1% | -6%
CCCCC1CCC(C(=O)Nc2ccc(S(=O)(=O)Nc3nccs3)cc2)CC1 (configuration not stated) | 7% | -25% | -18%
Nc1ccc(-c2c3ccc(=O)cc-3oc3cc(O)ccc23)cc1C(=O)O | . | -35% | -10%
COc1cccc(-c2cc(C(=O)Nc3ccc4c(c3)OCCO4)c3ccccc3n2)c1 | 3% | . | -23%
C[C@@H](O)Cc1cn(CC(=O)NCCCCCCCCCCC(=O)N2CCNCC2)nn1 | 8% | 23% | -17%
Cc1cc2oc(=O)cc(-c3ccccc3)c2c(C)c1-c1sccc1C=O | 3% | . | 22%[89.1 µM]
CCOC(=O)c1ccc2nc(C)cc(Nc3cccc(C(=O)O)c3)c2c1 | -1% | 3% | -10%
Cc1cccc2cc(COC(=O)C(C)(C)C)c(=O)[nH]c12 | 1% | -1% | 15%
CSCC[C@H](NC(=O)[C@H](Cc1ccc(OS(=O)(=O)O)cc1)NC(=O)[C@@H](N)CC(=O)O)C(=O)NCC(=O)N[C@@H](Cc1c[nH]c2ccccc12)C(=O)N[C@@H](CCSC)C(=O)N[C@@H](CC(=O)O)C(=O)N[C@@H](Cc1ccccc1)C(N)=O | 11% | . | -8%
CCOC(=O)c1c[nH]n(-c2ccccc2)c1=O | 0% | -1% | -10%
COc1cccc(NC(=O)C/C(C)=N/NC(=O)C2CCCCC2)c1 | 3%[0.0935 µM] | 9% | -1%
COCCNC(=O)c1ccc(C)c(NC(=O)C2=C(C)OCCS2)c1 | . | 4% | -5%
COc1ccc(/C=C/C(=O)c2ccc(NC(=O)c3cccs3)cc2)cc1OC | 3% | -3% | -17%
CCCN(CCC)c1nc(N(CCC)CCC)[nH]c(=O)n1 | 5% | 0% | -16%
CC(=O)c1ccc(NC(=O)Cn2cc(S(=O)(=O)Cc3ccccc3Cl)c3ccccc32)cc1 | 1% | -17% | .
CCCN(Cc1ccccc1)C(=S)Nc1ccc(SC(F)F)cc1 | 5% | -18% | 3%
CCC(CC)C(=O)Nc1nnc(SCC(=O)N2CCN(c3ccccc3OC)CC2)s1 | 8% | 0% | 10%
CC(=O)c1ccc(-c2cc(C3C4C=CCC(C)C4C(=O)N3Cc3ccccc3)ccc2F)cc1 (configuration not stated) | 7% | -17% | -3%
CCN1CCC(O)(C#Cc2ccccc2)CC1 | . | 2% | -5%
O=C(NC1(C(F)(F)F)C(=O)Nc2c1c(=O)[nH]c(=O)n2Cc1ccco1)C1CCCCC1 (configuration not stated) | 1% | 9% | 3%

Other entries.
SMILES | TDP1 inh | FEN1 inhibitor | N370S GC mod
COc1cc2cnc(-c3ccccc3)c(C(=O)c3ccc(F)cc3)c2cc1OC | 1% | -24% | .
O=C(c1n[nH]c2ccccc12)N1CCN(S(=O)(=O)c2ccc3ccccc3c2)CC1 | 7% | -1% | 1%
COc1ccc(NC(=O)CCN2C(=O)C3C4CCC(C4)C3C2=O)cc1 (configuration not stated) | 5% | 5% | 11%
O=Cc1ccccc1OCc1nnsc1Cl | 0% | 16% | 1%
CCOc1ccc(NC(=O)c2cccc3c2C(=O)N(CCOC)C3)cc1 | 4% | -2% | 4%
CN(C(=O)CSc1nnnn1-c1ccccc1)C1CCS(=O)(=O)C1 (configuration not stated) | 10% | 9% | 4%
O=C(CC1SC(N2CCCC2)=NC1=O)Nc1ccc(C(=O)N2CCCC(C(F)(F)F)C2)cc1 (configuration not stated) | -8%[0.505 µM] | 2% | -12%
COc1ccccc1N1CC(C(=O)Nc2nnc(SCC(=O)N3CCOCC3)s2)CC1=O (configuration not stated) | 7% | 1% | -7%
CN(CC(=O)Nc1ccccc1Br)C(=O)c1ccc(COc2ccccc2)cc1 | 3% | 16% | -1%
NC(=O)NCCCC(=O)O | . | -7% | -1%
Cc1ccccc1NC(=O)N1c2ccccc2CC1C (configuration not stated) | 5% | -18% | -3%
Cc1ccc(-n2c(SCC(=O)N3CCOCC3)nnc2-c2ccncc2)cc1 | 2% | -2% | 0%
COc1ccc(-c2cc(C)no2)cc1S(=O)(=O)Nc1c(C)cc(C)cc1C | 3% | 7% | .
Cc1ccc(C(=O)Nc2ccc(C(=O)O)cc2)cc1S(=O)(=O)N1CCC(C)CC1 | 0%[12.3 µM] | -2% | .
CC(=O)NCCc1nc2ccccc2n1CCCCOc1ccc(Cl)cc1 | 0% | -1% | .
CC(=O)N1CCN(C)CC1 | -4% | . | -5%&0%
Cc1ccc(NC(=S)N=Nc2c(O)n(C)c3ccc(S(=O)(=O)N4CCOCC4)cc23)cc1 | 8% | 10% | 0%
O=S(=O)(c1ccc(N2CCCCCC2)nc1)N1CCCC1 | 1% | -6% | 10%
CCCCN(C(=O)c1ccccc1OCc1ccc(F)cc1)c1c(N)n(CC(C)C)c(=O)[nH]c1=O | 0% | 2% | -7%
COc1ccc(C(=O)c2ccc(OC)c3cccc(O)c23)cc1OC | 5% | -5% | 4%
CCCCn1cc(S(=O)(=O)c2ccc(OCC)cc2)c(=O)c2cc(OC)c(OC)cc21 | 4% | 9% | .
CC(C)C(NC(=O)OCc1ccccc1)C(=O)NCC(=O)OC(C)(C)C (configuration not stated) | -6% | 0% | 1%
COc1ccccc1Nc1nn2c(=O)c3ccc(C(=O)N4CCCCC4)cc3nc2s1 | 4%&3% | 5%&-15% | 9%
COCc1nc(-c2ccc(-c3ccc(OC)cc3)nc2OC)no1 | 5% | -10% | 6%

Part of the list above, showing only N370S GC mod and TDP1 inh.
Compound	N370S GC mod	TDP1 inh
CC(=O)N1CCN(C)CC1	-5%&0%	-4%
Cc1ccc(NC(=S)N=Nc2c(O)n(C)c3ccc(S(=O)(=O)N4CCOCC4)cc23)cc1	0%	8%

(more compounds)
SMILES | TDP1 inh | FEN1 inhibitor | N370S GC mod
CC1C(=O)NN=C1C(=O)N/N=C\C(Br)=C\c1ccccc1 (configuration not stated) | 8% | 11% | -7%
O=c1ccn(Cc2ccccc2)c2ccccc12 | 0% | 1% | 23%
CC(=O)Nc1ccc2nc(-c3ccccn3)[nH]c2c1 | 0% | -14% | 7%
Cc1ccc(Cl)cc1N1CCN(C(=O)c2cn(C)c3ccc(S(=O)(=O)N(C)C4CCCCC4)cc3c2=O)CC1 | 0% | 2% | .
COc1ccccc1N1CCN(S(=O)(=O)CCNC(=O)c2cccc(F)c2)CC1 | . | 1% | -9%
COc1cc(/C=C(\C#N)C(=O)NCC2CCCO2)ccc1O (configuration not stated) | 0%[12.3 µM] | -2%&-10% | -15%
Cc1cccc(Nc2nc(N)c(C#N)c(CC#N)c2C#N)c1 | 1% | 3% | 7%
Cc1cccc(Cl)c1OCCN1CCCC1 | 11% | 1% | 1%
Cn1nc(C(=O)Nc2ccc3c(c2)OCCO3)cc1C(=O)O | 5% | 0% | 13%
CCOC(=O)C1CCN(S(=O)(=O)c2ccc(Cl)cc2)CC1 | . | -2% | 1%

For reference, part of the list above.
SMILES | TDP1 inh | FEN1 inhibitor | N370S GC mod
CC(=O)N1CCN(C)CC1 | -4% | . | -5%&0%
Cc1ccc(NC(=S)N=Nc2c(O)n(C)c3ccc(S(=O)(=O)N4CCOCC4)cc23)cc1 | 8% | 10% | 0%
O=S(=O)(c1ccc(N2CCCCCC2)nc1)N1CCCC1 | 1% | -6% | 10%
CCCCN(C(=O)c1ccccc1OCc1ccc(F)cc1)c1c(N)n(CC(C)C)c(=O)[nH]c1=O | 0% | 2% | -7%
COc1ccc(C(=O)c2ccc(OC)c3cccc(O)c23)cc1OC | 5% | -5% | 4%
CCCCn1cc(S(=O)(=O)c2ccc(OCC)cc2)c(=O)c2cc(OC)c(OC)cc21 | 4% | 9% | .
CC(C)C(NC(=O)OCc1ccccc1)C(=O)NCC(=O)OC(C)(C)C (configuration not stated) | -6% | 0% | 1%
COc1ccccc1Nc1nn2c(=O)c3ccc(C(=O)N4CCCCC4)cc3nc2s1 | 4%&3% | 5%&-15% | 9%
COCc1nc(-c2ccc(-c3ccc(OC)cc3)nc2OC)no1 | 5% | -10% | 6%
CC1C(=O)NN=C1C(=O)N/N=C\C(Br)=C\c1ccccc1 (configuration not stated) | 8% | 11% | -7%
O=c1ccn(Cc2ccccc2)c2ccccc12 | 0% | 1% | 23%
CC(=O)Nc1ccc2nc(-c3ccccn3)[nH]c2c1 | 0% | -14% | 7%
Cc1ccc(Cl)cc1N1CCN(C(=O)c2cn(C)c3ccc(S(=O)(=O)N(C)C4CCCCC4)cc3c2=O)CC1 | 0% | 2% | .
COc1ccccc1N1CCN(S(=O)(=O)CCNC(=O)c2cccc(F)c2)CC1 | . | 1% | -9%
COc1cc(/C=C(\C#N)C(=O)NCC2CCCO2)ccc1O (configuration not stated) | 0%[12.3 µM] | -2%&-10% | -15%
Cc1cccc(Nc2nc(N)c(C#N)c(CC#N)c2C#N)c1 | 1% | 3% | 7%

High-throughput results (PubChem BioAssay)
